Bioassay records (PubChem)
S1P1 ag pot = S1P1 agonists and agonism potentiators, primary screen, cell-based, primary and confirmation screens, CRE-bla reporter | hit rate 0.57% among 56,000 | S1P1 CRE-bla cells, forskolin, beta-lactamase FRET, potentiator mode; S1P1 agonist co-added at EC20, 2 nM; 100% = saturating reference agonist, 0% = basal | activation, % at 9.5 µM | Sphingosine 1-phosphate receptor 1 (Homo sapiens), P21453;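 active = activation above a cutoff set at the mean activation of all tested compounds plus 3 SD, cut at about 54% in these data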;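 also: forskolin at 4 µM as EC80 and the EC20 agonist is SEW2871; 100% = SEW2871 at its EC100 plus forskolin at EC80; some compounds past the cut are filed as inactive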
S1P3 ag = human S1P3 receptor agonists, primary screen, cell-based, primary and confirmation, NFAT-BLA reporter. Sphingosine 1-phosphate receptor 3 (Homo sapiens), Q99500. activation, % at 4.5 µM. S1P3 NFAT-BLA reporter cells, agonism, FRET ratio; relative to 1 µM S1P, basal subtracted. hit rate 0.1% among 60,000;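 active = activation above the screen-wide mean plus 3 SD, cut at about 4.5% in these data, passing the limit was not always enough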; also: some compounds called inactive have numbers as strong as hits
Target sequence (Q99500 whole entry, looked up): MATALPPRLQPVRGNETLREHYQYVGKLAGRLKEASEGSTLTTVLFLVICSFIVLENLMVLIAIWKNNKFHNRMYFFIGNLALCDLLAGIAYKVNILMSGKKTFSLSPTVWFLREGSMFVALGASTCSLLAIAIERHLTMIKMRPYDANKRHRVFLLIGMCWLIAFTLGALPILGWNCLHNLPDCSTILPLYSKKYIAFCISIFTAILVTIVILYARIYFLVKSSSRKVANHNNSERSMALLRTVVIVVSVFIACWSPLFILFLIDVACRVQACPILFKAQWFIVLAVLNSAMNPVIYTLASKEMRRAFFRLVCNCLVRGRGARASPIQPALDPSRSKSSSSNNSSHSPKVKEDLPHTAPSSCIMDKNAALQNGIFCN
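Benchmarks: high control 1 µM S1P / System: stable CHO line with human S1P3, Gα16, NFAT-BLA reporter / Dosing: single compound concentration, 4.5 µM final / Timing: 4 h compound at 37 °C, 2 h substrate at RT / Measured by: FRET β-lactamase substrate fluorescence, excitation 405 nm, 460/535 nm emission ratio, background-subtracted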
5HT1a antag = human 5-HT1a receptor antagonists, primary screen, cell-based, CHO, Ga15 NFAT-bla reporter. 5-hydroxytryptamine receptor 1A (Homo sapiens), P08908. CHO 5-HT1a Ga15 NFAT-bla reporter, antagonist mode. inhibition, % at 10 µM. hit rate 0.68% among 62,000. AID 612, 2007;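 active = inhibition above the mean of all tested compounds plus 3 SD, cut at about 43% in these data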;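 also: receptor stimulated by 5-CT agonist at 100 nM near EC80; beta-lactamase reporter measured by ratiometric fluorescence of a cleavable substrate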
Target sequence (P08908 whole entry, looked up): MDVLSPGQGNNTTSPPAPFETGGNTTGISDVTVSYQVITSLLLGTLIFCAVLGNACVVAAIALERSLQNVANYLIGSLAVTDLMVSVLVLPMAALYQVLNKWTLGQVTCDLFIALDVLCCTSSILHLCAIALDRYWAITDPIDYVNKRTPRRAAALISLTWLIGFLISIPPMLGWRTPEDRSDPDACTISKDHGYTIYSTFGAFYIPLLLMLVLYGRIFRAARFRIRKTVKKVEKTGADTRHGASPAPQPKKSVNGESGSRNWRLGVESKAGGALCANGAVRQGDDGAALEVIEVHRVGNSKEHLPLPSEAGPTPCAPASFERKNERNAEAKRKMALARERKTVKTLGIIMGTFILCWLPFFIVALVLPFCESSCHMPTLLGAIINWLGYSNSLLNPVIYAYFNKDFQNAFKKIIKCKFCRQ
Jurkat viability = cytotoxicity toward Jurkat T cells, primary screen, cytotoxicity control, cell-based, Jurkat E6.1, 60K MLSMR library. Jurkat E6.1 viability, ATP luminescence, 48 h. AID 463, 2006. inhibition, % at 4 µM. hit rate 1.2% among 56,000;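 active = inhibition above the mean inhibition of all tested compounds plus 3 SD, cut at about 28% in these data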
5HT1E antag = 5-HT1E receptor antagonists, primary screen, cell-based, HTS | 5-hydroxytryptamine receptor 1E (Homo sapiens), P28566 | CHO 5-HT1E Ga15 NFAT-bla reporter, FRET, antagonist | inhibition, % at 6 µM | hit rate 0.99% among 65,000 | AID 571, 2007;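 active = inhibition above a set limit, the mean inhibition across every tested compound plus 3 SD, cut at about 29% in these data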;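 also: signal is the 460 over 535 nm emission ratio of beta-lactamase substrate; 0% = agonist plus DMSO wells and 100% = wells without agonist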
M1 agonist = M1 muscarinic receptor agonists, primary screen, CHO-M1 cells, Fluo-4 calcium, agonist mode; Muscarinic acetylcholine receptor M1; Fluo-4 calcium fluorescence; hits give high values; B-score at 10 µM; hit rate 3% among 64,000; AID 626, 2007;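 active = fluorescence rise, raw or as B-score row- and column-corrected plate score, outside the 99.7% band of its plate's samples, either direction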
5HT1E ag = 5-HT1E receptor agonists, primary screen, cell-based, HTS. 5-hydroxytryptamine receptor 1E (Homo sapiens), P28566. CHO 5-HT1E Ga15 NFAT-bla reporter, FRET; 0% DMSO wells, 100% control agonist wells. activation, % at 6 µM. hit rate 0.69% among 65,000. AID 574, 2007;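 active = activation above a set limit, the screen-wide mean activation plus 3 SD, cut at about 8.5% in these data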;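 also: 100% = positive control agonist at 1 µM giving full maximal response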
HTR1A agonist = human 5-HT1a receptor agonists, primary screen, cell-based, CHO, Ga15 NFAT-bla reporter. activation, % at 10 µM. CHO 5-HT1a Ga15 NFAT-bla reporter, FRET ratio; 0% basal, 100% maximal reference agonist. hit rate 0.56% among 65,000. AID 567, 2006;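 active = activation above the screen-wide mean activation plus 3 SD, cut at about 19% in these data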;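 also: 0% = DMSO wells and 100% = 5-CT at EC100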
M1 antagonist = antagonists of rat M1 muscarinic receptor. B-score at 10 µM. CHO-M1 cells, Fluo-4 calcium, ACh EC80 antagonist mode; hits give low values. AID 628, 2007. Muscarinic acetylcholine receptor M1 (Rattus norvegicus), P08482. hit rate 3.4% among 64,000;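 active = calcium fluorescence response, raw or row-and-column corrected B-score, differing from the plate sample mean either way at a set confidence level, mostly lower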
* hit, by the source's call; x = no result given.

SMILES | S1P1 ag pot | S1P3 ag | 5HT1a antag | Jurkat viability | 5HT1E antag | M1 agonist | 5HT1E ag | HTR1A agonist | M1 antagonist
COc1ccc(OCC(=O)N2CCN(Cc3c[nH]c4ccccc34)CC2)cc1 | 9 | -0.2 | 8 | -8 | 9 | -1.2 | -0.9 | -1.1 | -0.078
O=C(Cc1ccccc1)Oc1cccc(N2C(=O)CCC2=O)c1 | -25 | -0.2 | -10 | -2 | -7 | -0.026 | -0.2 | 0.2 | 0.12
CCC(=O)N1c2ccc(S(=O)(=O)CCC(=O)N3CCC4(CC3)OCCO4)cc2CC1C (stereo unspecified) | 6 | -0.8 | 4 | -3 | 11 | -0.86 | -1.9 | 0.9 | 1.5
Cc1nn(-c2ccccc2)c(Cl)c1C1C(C#N)=C(N)Oc2c1c(=O)oc1ccccc21 (stereo unspecified) | -39 | -1.3 | -8 | -3 | -4 | -0.1 | 0.6 | 3.6 | -0.16
COc1ccc(OC)c([C@@H](O)[C@H](C)NC(C)(C)C)c1 | -4 | -2.4 | x | x | -2 | -0.92 | 0.2 | -3.6 | -0.0021
CC(C)c1ccc(O)c(CN2CCN(c3ccccc3)CC2)c1 | -13 | -0.8 | 14 | -3 | 0 | 0.28 | 0.5 | -2.1 | 0.34
CCN(CC)c1ccc(CC2C(=O)N(C)C(=O)N(C)C2=O)cc1 | -3 | -1.8 | -4 | -4 | -6 | x | -1.1 | -1.2 | x
O=C(O)C12C3CCCC1C32c1ccccc1 (stereo unspecified) | 5 | -1.8 | 9 | -2 | -5 | -0.12 | -1.8 | 1.4 | 0.69
CC(C)CCNC(=O)c1c(N)n(CC2CCCO2)c2nc3ccccc3nc12 (stereo unspecified) | x | x | -18 | x | -2 | -1.4 | 9.7* | 35* | 0.058
CCOC(=O)C1=C(N)Oc2cc(C)oc(=O)c2C12C(=O)N1c3c(cccc32)C(C)CC1(C)C (stereo unspecified) | x | 0.4 | -12 | -2 | -4 | 3.3 | 1.1 | 2.3 | 0.59
CC(=NCCCn1ccnc1)c1c(O)n(C)c(=O)n(C)c1=O | -8 | 0.0 | -1 | -3 | 5 | -0.11 | -0.3 | 1.4 | 0.89
Cc1ccc2c(c1)C(c1ccccc1)NCC(=O)N2 (stereo unspecified) | -6 | -0.5 | -8 | 2 | -3 | 0.28 | 0.5 | -5.3 | -0.015
Cc1ccc2cccc(OC(=O)N3CCCC3)c2n1 | -2 | -1.1 | -2 | -4 | 4 | -0.85 | -0.7 | -0.9 | 0.97
Cc1cccc(-n2c(O)c(C=NCCCN3CCOCC3)c(=O)[nH]c2=O)c1C | 1 | 0.0 | 0 | -12 | 0 | -0.25 | -0.4 | -0.9 | -0.81
CN1CCN(CCC(C#N)(c2ccccc2)c2ccccc2)CC1 | x | x | -9 | x | -7 | 0.071 | -0.5 | -2.0 | -17*
O=C1C2CCCN2C(c2cccnc2)N1c1cccc(Cl)c1 (stereo unspecified) | 106 | -0.4 | -4 | 2 | 6 | 0.091 | 0.1 | -3.1 | 0.17
OCC1(CO)COC(c2cccnc2)N1 (stereo unspecified) | -17 | 0.2 | -2 | -11 | 2 | 0.019 | 0.3 | -1.3 | 0.38
CCCC1(CCC)C(=O)NC(=NCc2ccccc2)NC1=O | -12 | -0.6 | 0 | 7 | -4 | 0.68 | -0.3 | 0.8 | 0.03
O=C(Cc1ccccc1)OCn1nnc2ccccc2c1=O | x | x | -5 | x | 3 | 0.11 | -0.5 | 0.1 | -0.04
OCCN1C2CCC1CC(O)(c1ccc(F)cc1)C2 (stereo unspecified) | x | x | -1 | x | 3 | x | 0.0 | -2.0 | x
CCCNC(=O)c1c(N)n(Cc2ccc3c(c2)OCO3)c2nc3ccccc3nc12 | -46 | 18 | -8 | -2 | -2 | -0.8 | 5.5 | 36* | 1.1
O=c1[nH]c(=O)n(-c2cccc(Cl)c2)c(O)c1/C=N/c1ccccn1 | 19 | -0.2 | 7 | 1 | 4 | -0.38 | 0.1 | -2.5 | 0.17
O=P(OCC(F)(F)C(F)F)(N1CCOCC1)N1CCOCC1 | -6 | -0.4 | -9 | -7 | -8 | 0.077 | -0.1 | 1.2 | 0.14
CCOC(=O)C1=C(C)OC(N)=C(C(=O)OCC)C12C(=O)Nc1ccc(Br)cc12 (stereo unspecified) | -12 | 1.1 | -4 | -7 | -3 | -0.43 | 0.2 | 0.6 | 0.06
Cc1cc(OCC(=O)OC(C)C)c2c3c(c(=O)oc2c1)CCCC3 | -89 | -0.9 | 6 | -5 | 18 | 0.024 | -0.2 | -2.9 | 1.4

New compounds follow.
SMILES | S1P1 ag pot | S1P3 ag | 5HT1a antag | Jurkat viability | 5HT1E antag | M1 agonist | 5HT1E ag | HTR1A agonist | M1 antagonist
Cn1ccnc1P(=S)(c1nccn1C)c1nccn1C | -2 | 0.2 | 4 | -4 | -9 | -1.2 | 1.0 | 1.4 | -0.86
O=C(CN1CCN(Cc2cccc(Cl)c2)C1=O)N1CCC2(CC1)OCCO2 | x | x | 3 | x | 0 | -0.69 | -0.9 | -3.8 | 0.088
CCOC(=O)c1c(C)n(COCCO)c2ccc(O)cc12 | -12 | -0.7 | 2 | -6 | -8 | 0.55 | 1.1 | 1.4 | 0.21
C=CCOC(=O)C1=C(C)OC(N)=C(C(=O)OCC)C12C(=O)N(CC(N)=O)c1ccccc12 (stereo unspecified) | 4 | 0.0 | -11 | -5 | 4 | 0.013 | -0.6 | 0.2 | 0.57
Nc1ncc(P(=S)(N2CCOCC2)N2CCOCC2)s1 | 6 | -4.0 | x | x | 2 | -0.7 | 0.2 | 0.7 | -0.21
CCOc1cccc(C2NCc3ccccc3-n3cccc32)c1O (stereo unspecified) | 9 | 0.3 | 1 | -2 | -4 | -0.57 | 15* | -0.3 | -1.4
Cc1cccc(C2=NCC(=O)N(CC(=O)NCc3ccco3)c3sc4c(c32)CCCC4)c1 | -4 | 0.3 | 1 | 7 | 0 | 0.098 | 0.1 | 1.2 | 0.088
CN1C(=O)N(C)C(=O)C2(Cc3c(nc4ccccn4c3=O)N3CCC(Cc4ccccc4)CC32)C1=O (stereo unspecified) | 3 | -0.6 | -10 | -1 | -15 | -0.8 | 0.8 | 1.7 | 1.4
C=CCn1c(O)c(C(CC)=NCCCO)c(=O)[nH]c1=O | -3 | -0.8 | -8 | -7 | -8 | -0.6 | 0.3 | 2.4 | -0.83
O=C(Cn1c(=O)c(C(F)(F)F)nc2ccccc21)N1CCC2(CC1)OCCO2 | -10 | -0.3 | -12 | 0 | 8 | -0.42 | -0.4 | -0.4 | 0.79
O=C(C1CCC(=O)N1Cc1ccc(F)cc1)N1CCC2(CC1)OCCO2 (stereo unspecified) | -8 | -0.6 | -3 | 2 | -3 | -0.53 | 0.1 | -2.4 | -0.015
O=c1[nH]c(=O)n(C2CCCCCC2)c(O)c1C=NCC1CCCO1 (stereo unspecified) | -2 | -1.0 | 2 | 6 | 2 | 0.2 | -0.9 | -2.0 | 0.27
CCCC(C)(COC(N)=O)COC(=O)NC(C)C (stereo unspecified) | 4 | -3.8 | x | x | -10 | -0.42 | -0.1 | 2.1 | 1.8
O=C(Cn1ncc2ccccc21)N1CCC2(CC1)OCCO2 | -3 | -0.5 | -4 | 0 | 3 | 0.34 | 0.0 | 1.5 | 0.17
CC1CN(O)C2CCc3nonc3C12O (stereo unspecified) | -6 | -0.4 | 9 | -1 | -5 | 0.23 | -0.4 | 0.8 | -0.18
CCOC(=O)c1c(C)n(Cc2ccccc2)c2ccc(OCC(O)Cn3nc(C)nc3C)cc12 (stereo unspecified) | -3 | -0.9 | 10 | 6 | 13 | 1.9 | 1.5 | 2.2 | -1.5
OC12Oc3ccccc3C=C1N1CCC2CC1 (stereo unspecified) | -29 | 0.0 | -11 | 0 | 2 | 0.066 | -1.1 | -4.1 | 0.53
CCCCn1c(=O)c(C(=O)NCc2ccncc2)c(O)c2ccccc21 | -23 | -0.9 | 6 | 3 | 3 | 1.4 | -0.6 | -2.3 | -0.58
c1ccc2c(NC3=NCCS3)cccc2c1 | -22 | -0.4 | 14 | 0 | -9 | -0.003 | -0.1 | -3.9 | -0.52
O=c1c2ccccc2nc(CN2CCCCCC2)n1-c1ccc(F)cc1 | -18 | -1.0 | 4 | -3 | -18 | 0.41 | 0.1 | 1.4 | 0.18
CC(C)(C)c1ccc(O)c(CN2CCN(c3ccccc3)CC2)c1 | -38 | -0.3 | 64* | -5 | -4 | -0.018 | 4.2 | -2.5 | 0.29
O=C(CCS(=O)(=O)c1ccc(Br)cc1)N1CCC2(CC1)OCCO2 | -24 | -0.7 | -3 | 1 | 2 | 0.053 | 0.7 | -1.4 | -0.23
O=C(CN1CCN(Cc2ccc(Cl)cc2)C1=O)N1CCC2(CC1)OCCO2 | x | x | -13 | x | 1 | -0.077 | -0.9 | -0.8 | -0.024
FC(F)(F)/C(=N\P(=S)(N1CCOCC1)N1CCOCC1)N1CCOCC1 | x | x | -10 | x | 6 | -0.69 | -0.5 | 0.7 | 0.7
CC(C)N1CCC2(CC1)NC(CO)(CO)CO2 | -4 | -0.5 | 1 | -4 | -2 | -0.62 | -0.6 | -0.1 | -1.4
COc1cccc(-n2c(C)nc3ccccc3c2=O)c1 | 11 | -1.9 | x | x | 12 | -0.37 | -0.3 | 1.4 | -0.17
CC(=O)Nc1ccccc1OC(=O)N(C)C | -7 | -1.0 | 14 | -4 | -3 | 0.35 | -0.8 | 2.2 | -0.84

Profiles, quoted from the list. Order of values: S1P1 ag pot	S1P3 ag	5HT1a antag	Jurkat viability	5HT1E antag	M1 agonist	5HT1E ag	HTR1A agonist	M1 antagonist
`CC1CN(O)C2CCc3nonc3C12O` (stereo unspecified) reads -6	-0.4	9	-1	-5	0.23	-0.4	0.8	-0.18
`Cc1cccc(-n2c(O)c(C=NCCCN3CCOCC3)c(=O)[nH]c2=O)c1C` reads 1	0.0	0	-12	0	-0.25	-0.4	-0.9	-0.81
`CC(=O)Nc1ccccc1OC(=O)N(C)C` reads -7	-1.0	14	-4	-3	0.35	-0.8	2.2	-0.84
`O=C(Cn1c(=O)c(C(F)(F)F)nc2ccccc21)N1CCC2(CC1)OCCO2` reads -10	-0.3	-12	0	8	-0.42	-0.4	-0.4	0.79
`CC(C)CCNC(=O)c1c(N)n(CC2CCCO2)c2nc3ccccc3nc12` (stereo unspecified) reads x	x	-18	x	-2	-1.4	9.7*	35*	0.058

An excerpt, so the mix of outcomes need not match the whole.
